Source: PubChem
RMI-FANCM inh: inhibitors of human RMI core complex binding to FANCM MM2 | Fluorescence polarization, RMI core complex with F-MM2 peptide; active compounds read low | hit rate 0.58% among 70,000 | FP signal (polarization) at 33 µM; in the data active = FP signal below about 40; note: inactives centre near 61; strong numbers were not always called active; unit not given here
Starred values were filed as active, the others as inactive; & = joins results of further samples.

compound,RMI-FANCM inh
Cc1cccc(NC(=O)Cc2coc3ccc4ccccc4c23)n1,61
C=CCn1c(N)c(C(=O)N/N=C\c2cccs2)sc1=S,55
CN(C(=O)Nc1ccc(Cl)cc1)c1ccccc1,57
Cc1cccc2sc(N(Cc3ccccc3)C(=O)C3CCCN(S(C)(=O)=O)C3)nc12 (stereo unspecified),70
N#Cc1cnc(Sc2nnc(-c3ccncc3)o2)nc1N,56
COc1ccc(-c2cccc(NC(=O)Nc3ccc(C)cc3)c2)nn1,129
CC(C)(C)c1cc(C(C)(C)C)c(N=S=O)c(C(C)(C)C)c1,58
O=C(COc1ccc(F)cc1F)Nc1cccc(-c2ccc(N3CCOCC3)nn2)c1,70&71
COc1cc(C(=O)NCCOc2cccc(C(F)(F)F)c2)c([N+](=O)[O-])cc1OC,62
Cc1cc(C)n(-c2nc(-c3ccc(Br)cc3)cs2)n1,58
CC(=O)CSc1nc(Nc2ccccc2)c2cnn(-c3ccccc3)c2n1,77&62
Cn1nc(C(F)(F)F)cc1-c1ccc(NC(=O)Nc2cccc(C(F)(F)F)c2)s1,55
C=CCOC(=O)[C@@H](N)Cc1ccc(O)cc1,46
COc1cc(=O)n(-c2ccccc2)nc1C(=O)Nc1ccccc1SC,56
CCOc1ccc2ccccc2c1C(=O)Nc1ccc2c(c1)CCCN2S(C)(=O)=O,67

(continued)
compound,RMI-FANCM inh
O=C(Nc1nnc(-c2ccc(Br)s2)o1)c1ccc(Cl)s1,67
Cc1cc(-c2nnc(NC(=O)CN3C(=O)c4ccccc4C3=O)o2)nn1C,64
O=S(=O)(Oc1ccc(C2SCCS2)cc1)c1cc(Cl)ccc1Cl,58&56
Cc1cc(C)n(CCN(C(=O)c2cc3ccccc3oc2=O)c2nc3c(F)cc(F)cc3s2)n1,60
Cc1ccc(-c2cc(C(=O)N/N=C\c3ccc(N(C)C)cc3)n[nH]2)s1,60
COC(=O)c1sccc1S(=O)(=O)N(CC(=O)Nc1ccc(C)c(F)c1)c1ccc(C)c(C)c1,74
O=C1c2ccccc2C(=O)N1c1nc(-c2ccc(Cl)cc2)cs1,61
Cc1ncc([N+](=O)[O-])n1CC(C)O (stereo unspecified),57
O=C(NCCn1ncccc1=O)c1c(F)cccc1Cl,63
CCn1c(SCC(=O)c2ccc(OC)cc2)nc2c([nH]c3ccccc32)c1=O,105
COc1ccc(C(=O)Nc2nnc(Cc3ccc(Cl)s3)o2)cc1,71
CCCCc1ccc(-c2csc(-c3ccccn3)n2)cc1,62
C/C(CC1(O)C(=O)Nc2ccccc21)=N/O (stereo unspecified),62
COc1ccc(C(=O)CSc2ccc(NC(=O)C(C)C)nn2)cc1,68
CCCSc1nnc(NC(=O)CSc2nnnn2-c2ccccc2F)s1,56

(next part)
compound,RMI-FANCM inh
O=C(Cn1c(C2CC2)nc2c(cnn2-c2ccccc2)c1=O)NCc1ccccc1,78
CCC1NC(=O)c2cc(S(N)(=O)=O)c(Cl)cc2N1 (stereo unspecified),66
COc1ccc(S(=O)(=O)Nc2ccc3c(c2)CCC(=O)N3C)cc1Cl,65
CCOc1ccc2nc(N(CCCN(C)C)C(=O)c3ccc4c(c3)CCCC4)sc2c1,102
COc1ccc(OC)c2sc(N(CCN(C)C)C(=O)/C=C/c3cccs3)nc12,89
CN1C(=O)C(C)(C)COc2ccc(NS(=O)(=O)c3ccccc3)cc21,65
CCOc1ccc(-c2cc(=O)n(CC(=O)N3c4ccccc4CC3C)cn2)cc1 (stereo unspecified),76
O=C(NCCN1CCOCC1)C(=O)NCC1(c2cccs2)CCCC1,67
Cc1cc(-c2nnc(NC(=O)c3ccc(F)cc3)o2)n(C)n1,68
O=C(NCCc1ccccn1)c1sc2ccccc2c1Cl,58
CSc1nc2ccc3nc(NC(=O)c4ccc(Cl)s4)sc3c2s1,108
Cc1cc(C)c(C)c(S(=O)(=O)NCc2ccc(C(=O)Nc3cccnc3)cc2)c1C,88
c1ccc(-n2nnnc2N2CCN(c3ccccn3)CC2)cc1,58
CC(=O)C(N=Nc1ccc(-n2ccc(C(F)(F)F)n2)cc1)=C(C)O,57
NCCCCCCCCCCN,53

(more compounds)
compound,RMI-FANCM inh
NC(=S)N/N=C\c1ccc(OC(=O)c2ccccn2)cc1,60
Cc1csc2nc(O)c(C(=O)NC(C)CCc3ccccc3)c(=O)n12 (stereo unspecified),53
CCc1cccc(NC(=O)Cn2nc(NC(C)C)c(-c3nc(-c4ccc(Cl)cc4)no3)c2N)c1,86
CCOc1ccc(-c2ccc(N3CCN(C(=O)c4ccccn4)CC3)nn2)cc1,69
CCn1c(SCC(=O)Nc2ccccc2)nc2c(c1=O)SC(C)C2 (stereo unspecified),58
O=C1C(=O)c2ccccc2C(O)=C1C1CCC(c2ccc(Cl)cc2)CC1 (stereo unspecified),46&107
O=C(CSc1ncnc2nc[nH]c12)Nc1ccccc1C(F)(F)F,61
O=C(Cn1cnc2c(sc3ccccc32)c1=O)Nc1ccc(Cl)cc1C(F)(F)F,164
CC(=O)Nc1ccc2nc(NC(=O)C3c4ccccc4Oc4ccccc43)sc2c1,78
CCOc1ccc(CC(=O)Nc2nc(-c3cccc([N+](=O)[O-])c3)cs2)cc1,80
Cc1nc(-c2cnccn2)sc1C(=O)Nc1ccc(N2CCOCC2)cc1,55
CC(C)CCN1C(=O)CCc2cc(NC(=O)c3ccc(C#N)cc3)ccc21,65
COc1ccc(-c2csc(CN3CCN(C(=O)c4c(F)cccc4Cl)CC3)n2)cc1,62
O=C(c1cccs1)N1CCC2(CC1)NC(=O)N(Cc1ccc(F)cc1)C2=O,61
Cc1nc(SC(C)c2ccccc2)[nH]c(=O)c1CC(=O)NCc1ccc2c(c1)OCO2 (stereo unspecified),63

Compounds from the list above containing a CF3 group, in the order listed:
compound,RMI-FANCM inh
COc1cc(C(=O)NCCOc2cccc(C(F)(F)F)c2)c([N+](=O)[O-])cc1OC,62
Cn1nc(C(F)(F)F)cc1-c1ccc(NC(=O)Nc2cccc(C(F)(F)F)c2)s1,55
CC(=O)C(N=Nc1ccc(-n2ccc(C(F)(F)F)n2)cc1)=C(C)O,57
O=C(CSc1ncnc2nc[nH]c12)Nc1ccccc1C(F)(F)F,61
O=C(Cn1cnc2c(sc3ccccc32)c1=O)Nc1ccc(Cl)cc1C(F)(F)F,164

Further entries:
compound,RMI-FANCM inh
CCOC(=O)c1nn(-c2ccc(F)cc2)c(=O)cc1NCCc1c[nH]c2ccccc12,55
CC(C)Oc1ccccc1C(N)=O,60
O=C(Cn1ncn2nc(-c3ccc(F)cc3)cc2c1=O)NCc1ccco1,88
COC(=O)/C=C(\Nc1ccc2oc(=O)c(NC(C)=O)cc2c1)C(=O)OC,57
Oc1ccc(-c2nc(-c3ccc(F)cc3)c(-c3ccncc3)[nH]2)cc1,56
O=C(CSc1ccc(Cl)cc1)Nc1nnc(-c2ccccn2)o1,57
Clc1ccc(-c2nsc(N3CCOCC3)n2)c(Cl)c1,61
O=Cc1ccc(N2CCOCC2)s1,57
COc1cc(C2c3cccn3CCN2S(=O)(=O)c2ccccc2[N+](=O)[O-])cc(OC)c1OC (stereo unspecified),56
COc1ccc(CNC(=O)C(=O)NCC(c2ccsc2)N2CCCC2)cc1 (stereo unspecified),79
CC(=O)Nc1ccc(S(=O)(=O)NCc2cn3ccccc3n2)cc1,57
CC1CC(NC(=S)NC2CC3CC2C2C=CCC32)CC(C)(C)C1 (stereo unspecified),44
O=C(O)c1cc(F)cc(C(F)(F)F)c1,54
COc1ccc2nc(-c3ccc(NS(=O)(=O)c4ccccc4C(F)(F)F)cc3)cn2n1,70
CCc1cc2c(=O)c(-c3nc4ccccc4[nH]3)coc2cc1O,47

Part of the list above in a different format.
O=Cc1ccc(N2CCOCC2)s1
  RMI-FANCM inh: 57

COc1ccc2nc(-c3ccc(NS(=O)(=O)c4ccccc4C(F)(F)F)cc3)cn2n1
  RMI-FANCM inh: 70

Next section.
compound,RMI-FANCM inh
O=C(/C(=C\c1ccccc1)n1ccnc1)c1ccccc1OCc1ccccc1,60
COc1ccc(C)cc1Nc1nc(C(=O)NCc2ccccn2)cs1,63
COc1cc(-c2cc(OC)c(C)cc2OC)c(OC)cc1C,52
COc1ccc(/C=N/NC(=O)CCn2cnc3ccccc32)cc1,62
CCc1cnc(N=CNO)nc1-c1c(F)cccc1F,54
CC(=O)c1ccc(NS(=O)(=O)N2CCC(C)CC2)cc1,64
Cc1nnc2ccc(-c3ccc(NS(=O)(=O)c4ccc5c(c4)CCCC5)cc3)nn12,54
CC(=O)Nc1cc(C)nn1-c1nc2ccccc2s1,64
COc1ccccc1NC(=S)NCCc1cc2c(C)ccc(C)c2[nH]c1=O,63
Cc1ccc(-n2c(C)nc3ccc(NC(=O)c4cccnc4)cc3c2=O)cc1,69
Cn1c2c(c(=O)n(C)c1=O)CN(Cc1ccc(CN3CNc4c(c(=O)n(C)c(=O)n4C)C3)cc1)CN2,58
COC(=O)c1sc(-c2ccc(C(C)(C)C)cc2)cc1NC(=O)c1ccccc1,57
O=c1[nH]c(SCc2c(Cl)cccc2Cl)nc2ccnn12,58
CC[n+]1c(C)csc1Nc1ccc(N2CC(C)OC(C)C2)cc1 (stereo unspecified),51
CCc1ccc(OCC2c3cc(OC)c(OC)cc3CCN2C(=O)c2cc3ccccc3oc2=O)cc1 (stereo unspecified),58

Later entries.
compound,RMI-FANCM inh
O=C(COc1ccc(F)cc1F)NCCn1ncccc1=O,65
COc1ccc(CCNC(=O)c2nnn(-c3ccccc3)c2CSc2ncccn2)cc1OC,65
COc1ccc(CCNC(=O)CCc2csc3nc(-c4ccc(Cl)cc4)cn23)cc1,75
COc1cc(/C=N\N=C2\NC(=O)C(CC(=O)O)S2)ccc1O (stereo unspecified),65
Cc1ccc(Cn2nc(-c3cccs3)c3sc(N4CCCC4)nc3c2=O)cc1,66
CCCCN(C1CCS(=O)(=O)C1)S(C)(=O)=O (stereo unspecified),53
Cc1cccc(C(=O)N(Cc2cccnc2)c2nc3c(F)cccc3s2)c1,68
N/C(=N/OC(=O)C1CC1)c1ccc(OCc2ccc(Cl)cc2)cc1,48
COc1ccc(-c2nsc(SCC(=O)NCc3ccc4c(c3)OCO4)n2)cc1,76
CCCS(=O)(=O)N1N=C(c2ccc(NS(C)(=O)=O)cc2)CC1c1ccccc1F (stereo unspecified),81
Cc1cc(-c2onc(C)c2/C(N)=N\OC(=O)c2ccccc2)no1,57
NC(=Nc1ccccc1)Nc1ccccc1,58
Cc1cc(C(=O)Nc2c3c(nn2C)CCC3)n(C)n1,64
CCOC(=O)N1CCc2c(sc(NC(=O)c3cc(OC)cc(OC)c3)c2C#N)C1,68
O=S(=O)(Nc1nc(SCc2ccc(Cl)cc2)n[nH]1)c1ccc(F)cc1,56

The listing continues:
compound,RMI-FANCM inh
CSCCC(NS(=O)(=O)c1ccc2c3c(cccc13)C(=O)N2C)C(=O)O (stereo unspecified),66
COc1cc(/C=C(/C#N)C(N)=S)ccc1OCc1ccccc1,53
CCN1CCN(c2nc3ccc(OC(=O)c4ccc(Br)s4)cc3s2)CC1,60
O=C(NCc1ccc2c(c1)OCO2)C(=O)NCC(c1cccc2ccccc12)N1CCCC1 (stereo unspecified),87
CC1CCN(C(=O)CSc2ccc(NC(=O)c3cccs3)nn2)CC1,68
O=C1Nc2ccc(Br)cc2C12OCCO2,58
O=C(COc1ccccc1F)NNC(=O)c1cccn(Cc2ccc(F)cc2)c1=O,60
O=C(Cc1csc(Nc2ccc(F)cc2)n1)NCc1cccs1,64
CCCc1nc2ccccc2n1Cc1ccc(F)cc1,59
CCOC(=O)C1=NN(c2ccc(Cl)cc2)C2C(=O)N(c3ccc(OC)cc3)C(=O)C12 (stereo unspecified),54
O=c1c2nnn(Cc3ccccc3Cl)c2ncn1Cc1nc(-c2ccc(C(F)(F)F)cc2)no1,86
CC(=O)c1sc(NC(=O)c2ccccc2NS(=O)(=O)c2ccc(F)cc2)nc1C,54
N#CC1CCN(S(=O)(=O)c2ccccc2)CC1,71
Fc1ccccc1-c1n[nH]c(=S)o1,70
Cc1ccccc1Cn1cnc2c(cnn2CCNC(=O)CSCc2ccccc2)c1=O,64

More compounds follow:
compound,RMI-FANCM inh
COc1ccc(C(=O)n2cc3c(n2)-c2cc(Cl)ccc2SC3)cc1,58
CC(=O)Nc1cccc(NC(=O)Cc2csc(Nc3ccc(F)cc3)n2)c1,66
CCOC(=O)c1sc(NC(=O)CSc2nc3c(c(=O)n2-c2ccc(C)cc2)SCC3)c(C(=O)OCC)c1C,71
Cc1ccc(NCCn2c(C)c(C)n3c4c(=O)n(C)c(=O)n(C)c4nc23)c(C)c1,58
COc1ccc(-c2ccc(=O)n(Cc3nc(-c4cccc(Br)c4)no3)n2)cc1OC,76
O=C(Nc1nnc(-c2ccc(C(F)(F)F)cc2)o1)c1ccc([N+](=O)[O-])o1,70
c1ccc(-c2csc3ncn4cnnc4c23)cc1,54
Cc1ccc(OCC(=O)NC(=S)Nc2ccccn2)c(Br)c1,59
O=C(NCCc1ccccc1)C(=O)Nc1ccc(Cl)c(N2CCCS2(=O)=O)c1,72
COc1ccc(S(=O)(=O)Nc2ccc(N3CCCC3=O)c(C)c2)cc1C,54
CNC(=S)NN(C)c1cccc(F)c1C#N,50
COc1cccc(CNC(=O)C(=O)Nc2ccc(N3CCCC3=O)c(C)c2)c1,53
Cc1cccc(N2CCN(S(=O)(=O)c3ccc(F)c(C(=O)Nc4ccc(Br)cc4F)c3)CC2C)c1 (stereo unspecified),57
O=C(CSc1ccc(-c2ccncc2)nn1)Nc1ccc2c(c1)OCO2,57
COc1ccc(C(=O)Cn2nc(C3CC3)c3cnn(-c4cccc(Cl)c4)c3c2=O)cc1,68
O=C(CN1CCN(S(=O)(=O)c2ccc(F)cc2)CC1)N1CCOCC1,54

2 entries drawn at random from those above, as already listed:
compound,RMI-FANCM inh
CC(=O)Nc1cccc(NC(=O)Cc2csc(Nc3ccc(F)cc3)n2)c1,66
Cc1ccc(OCC(=O)NC(=S)Nc2ccccn2)c(Br)c1,59

Only part of the results is shown; rates above refer to the full screens.
